Bioassay records as filed in PubChem.
SENP8 block-1: SENP8 protease inhibition | inhibition, % at 10 µM | 1.2% of 330,000 active | AID 2540 | purified SENP8, Z-RLRGG-aminoluciferin cleavage, luminescence; in the data active = inhibition above about 50%
Target sequence (Q96LD8 whole entry, looked up): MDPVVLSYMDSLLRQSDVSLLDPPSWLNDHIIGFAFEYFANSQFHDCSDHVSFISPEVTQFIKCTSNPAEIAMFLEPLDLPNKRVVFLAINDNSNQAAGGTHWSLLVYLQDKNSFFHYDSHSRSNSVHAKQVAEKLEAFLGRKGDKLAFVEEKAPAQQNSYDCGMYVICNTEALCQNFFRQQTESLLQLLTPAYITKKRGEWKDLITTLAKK
SENP6 inh: blocks the human protease SENP6; 1.8% of 330,000 active; AID 2599; Q9GZR1; inhibition, % at 10 µM; Recombinant SENP6 catalytic domain, aminoluciferin luminescence;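 active = inhibition above about 50% at the single tested dose, limit read from the data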;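 note: plate controls were DMSO wells with enzyme for no effect and DMSO wells lacking enzyme for full effect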
Target sequence (Q9GZR1 628-1112 limits assumed): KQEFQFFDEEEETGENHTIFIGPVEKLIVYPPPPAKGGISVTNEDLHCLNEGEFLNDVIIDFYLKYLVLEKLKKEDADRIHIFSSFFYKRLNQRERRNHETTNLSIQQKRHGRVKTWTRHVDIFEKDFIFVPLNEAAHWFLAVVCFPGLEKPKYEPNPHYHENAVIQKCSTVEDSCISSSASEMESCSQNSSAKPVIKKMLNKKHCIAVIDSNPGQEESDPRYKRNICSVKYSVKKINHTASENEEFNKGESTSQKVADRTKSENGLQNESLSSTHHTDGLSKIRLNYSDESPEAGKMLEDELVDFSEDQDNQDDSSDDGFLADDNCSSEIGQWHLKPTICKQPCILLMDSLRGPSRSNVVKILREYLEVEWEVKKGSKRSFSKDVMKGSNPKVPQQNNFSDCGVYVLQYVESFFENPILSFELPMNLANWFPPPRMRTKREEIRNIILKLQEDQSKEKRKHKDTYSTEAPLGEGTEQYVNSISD
HKDC1 inhibitor: HKDC1 (human) hexokinase inhibition; Q2TB90; recombinant HKDC1, G6PDH/diaphorase resazurin coupled fluorescence; inhibition, % at 20 µM; 0.16% of 340,000 active;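 active = inhibition above about 35% when tested at 20 µM, limit read from the data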;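 note: plate controls were DMSO wells with enzyme for no effect and DMSO wells lacking enzyme for full effect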
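Material – in-house recombinant HK5 (HKDC1) enzyme · Quantity – HKDC1 at 5 µg/mL · Buffer or medium – pH 8.0 Tris buffer with 10 mM MgCl2 · Reagent – glucose with 1 mM ATP · Dosing – single 20 µM dose · Times – reaction time 90 min, room temperature, protected from light · Technique – resorufin fluorescence at 613 nm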
Apaf-1 inh: blocks human Apaf-1 apoptosome activity; AID 489030; reconstituted apoptosome caspase-3 activity, DEVD-Rh110 fluorescence; inhibition, % at 20 µM; 0.71% of 330,000 active; O14727; active = inhibition of at least 40% at 20 µM;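 note: plate controls were DMSO wells for no effect and DEVD-CHO caspase inhibitor wells for full effect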
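Assay system – apoptosome proteins · Medium – Hepes buffer, pH 7.5 · Also added – cytochrome c with DEVD-Rh110 · Timing – 30 min compound preincubation, 50 min activation, room temperature · Detection – Rh110 fluorescence, excitation 480 nm, emission 540 nm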
NALP3 yeast inh: NALP3 inhibition in yeast | Yeast reconstituted NLRP3/ASC/caspase-1, beta-gal luminescence, 24 h | inhibition, % at 10 µM | 0.39% of 330,000 active | AID 2825;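 active = inhibition of 50% or more; inactive = inhibition below 50%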;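 note: plate controls were induced DMSO wells for no effect and uninduced yeast grown without galactose for full effect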
SENP1 inh: SENP1 (human) catalytic domain inhibition; Q9P0U3; recombinant SENP1 catalytic domain, CyPet-SUMO1-YPet FRET cleavage; inhibition, % at 10 µM; 0.21% of 360,000 active;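 active = inhibition at least 30% at 10 µM, raw YFP signal under a set limit, fluorescence ratio 0.5 to 1.5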;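 note: 0% = enzyme with DMSO and 100% = no enzyme wells; some results filed as inactive read as strong as hits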
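Material – human SENP1 catalytic domain · Input – SENP1 enzyme, 20 pM final · Compound dosing – single concentration of 10 µM compound, 0.5% DMSO final · Timing – enzyme reaction for 50 min at room temperature, dark · Measured by – FRET fluorescence in CFP and YFP emission channels · Control set – no-enzyme wells low, DMSO-plus-enzyme wells high control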
PfG6PD inh: PfG6PD (Plasmodium falciparum) enzyme inhibition; inhibition, % at 20 µM; 0.78% of 350,000 active; PfGluPho enzyme, NADPH resazurin-diaphorase fluorescence;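 active = inhibition reaching at least a set limit at 20 µM in the primary screen, cut at about 59% in these data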;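 note: 0% = DMSO wells with substrate and 100% = DMSO wells lacking glucose-6-phosphate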
SENP7 inh: SENP7 protease inhibition; 1.5% of 330,000 active; Q9BQF6; inhibition, % at 5 µM; recombinant SENP7, Z-RLRGG-aminoluciferin luminescence, 40 min;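 active = inhibition above about 50% at the single test dose, limit read from the data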;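 note: plate controls were DMSO with enzyme for no effect and no enzyme buffer wells for full effect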
Target sequence (Q9BQF6 706-1050 limits assumed): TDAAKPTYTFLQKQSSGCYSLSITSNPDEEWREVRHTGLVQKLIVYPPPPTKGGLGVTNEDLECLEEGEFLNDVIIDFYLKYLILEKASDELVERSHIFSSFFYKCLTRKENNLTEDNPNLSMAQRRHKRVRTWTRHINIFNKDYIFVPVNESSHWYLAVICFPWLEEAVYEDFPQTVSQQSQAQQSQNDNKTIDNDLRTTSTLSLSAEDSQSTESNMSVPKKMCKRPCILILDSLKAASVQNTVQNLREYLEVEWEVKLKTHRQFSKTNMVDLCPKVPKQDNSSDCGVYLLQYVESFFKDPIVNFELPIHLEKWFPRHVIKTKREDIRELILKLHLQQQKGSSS
SENP8 block-2: blocks human SENP8 cleavage of Nedd8 substrate; AID 602440; inhibition, % at 20 µM; Q96LD8; recombinant SENP8, Nedd8 substrate fluorescence; 0.64% of 360,000 active; in the data active = inhibition mostly above about 40%, no sharp cut-off; inactive = mostly below about 27%
Numbers without * were called inactive; · = no result given.

SMILES	SENP8 block-1	SENP6 inh	HKDC1 inhibitor	Apaf-1 inh	NALP3 yeast inh	SENP1 inh	PfG6PD inh	SENP7 inh	SENP8 block-2
COCCn1c(SCC(=O)Nc2ccccc2F)nc2c(c1=O)SCC2	-1	-7	-3	9	1	-2	-3	-7	-2
NC(=O)C1CCN(c2nc3c(S(=O)(=O)c4ccccc4)nnn3c3ccccc23)CC1	4	-9	-3	-13	1	3	-5	6	-21
CCC1(CC)C(=O)C2=C3C1[C@H](C(=O)OC)C=C(C(=O)OC)C[C@H]3[C@H]1C(=O)NC(=O)[C@H]1[C@H]2C (stereo partly specified)	1	9	3	-6	7	9	2	-2	6
CN(CC(=O)Nc1ccc(Cl)c(C(F)(F)F)c1)C(=O)Cn1cc([N+](=O)[O-])ccc1=O	7	7	5	2	10	-16	-10	11	-21
Cc1ccc(N=C2NC(=O)/C(=C/c3cccn3C)S2)cc1	-17	-26	-5	6	18	-89	3	6	26
O=C(CN1CCN(C(=O)c2ccc(-c3nc4ccccc4s3)o2)CC1)Nc1ccc(F)cc1	-10	-6	7	16	17	-34	9	-1	-122
CN1CCN(C(=O)c2ccccc2-c2nc(-c3ccc(Cl)cc3)no2)CC1	2	-4	10	-6	18	0	-13	-4	10
CCCC(=O)Nc1nnc(SCC(=O)NCc2ccc3c(c2)OCO3)s1	-1	-10	-3	-3	-13	3	9	5	7
CCOc1cc(C(=O)Nc2ccc(S(=O)(=O)N3CCCCC3)cc2)ccc1OCC(=O)N1CCOCC1	1	-6	-2	11	2	2	4	-8	9
CCN(CCn1cccn1)C(=O)CCc1nnc(C2CCCCC2)o1	6	-13	-4	-7	5	0	7	2	31
CCOc1ccc(/C=N/NC(=O)c2ccccc2O)cc1CN1CC2CC(C1)c1cccc(=O)n1C2 (stereo unspecified)	-15	-21	-1	15	11	0	-6	-9	-387
COC(=O)c1ccc(-n2nnnc2SCc2ccccc2OC)cc1	1	-19	2	2	25	1	7	-2	8
COc1ccc(/C=N/NC(=O)C(C)n2cnc3ccccc3c2=O)cc1 (stereo unspecified)	1	-4	-7	-17	16	5	2	5	9
COCCCNC(=O)c1ccc(Cn2c(=O)c3ccccc3n(Cc3ccccc3C#N)c2=O)cc1	1	11	0	8	9	2	-12	9	18
O=C1CC(c2ccc(S(=O)(=O)NCc3ccccc3)cc2)CN1 (stereo unspecified)	0	-7	-7	-3	-4	-5	-7	6	15
CCOC(=O)c1sc(=S)n(CC)c1NC(=O)c1ccccc1C	2	6	-3	-17	-4	4	-10	2	24
Nc1ccc(C(=O)n2c3ccccc3c3ccccc32)cc1	2	-10	-7	9	18	-1	33	7	-36
COC1=CCC2([N+](=O)[O-])CN(CC(=O)O)CC1([N+](=O)[O-])C2 (stereo unspecified)	0	-10	-5	-3	8	2	1	2	10
CN(/N=C/Cc1nnnn1-c1ccc(Cl)cc1)c1ccccc1	-5	-25	-2	12	-7	-3	12	-8	6
Cn1cc2cc(NC(N)=S)ccc2n1	-10	0	1	4	6	0	9	-11	-71
O=C(CCCCn1c(=O)c2ccccc2n(Cc2ccc(F)cc2Cl)c1=O)NCc1ccco1	-8	-12	0	12	22	-2	-7	-4	9
CCCn1nc(NC(=O)C2CCCO2)c2cc3ccc(C)cc3nc21 (stereo unspecified)	-13	-3	-5	-4	21	-32	-3	3	-454
CC(=O)Nc1ccc(S(=O)(=O)N2CCN(Cc3ccccn3)CC2)cc1	-3	-51	-10	3	10	0	-3	-1	16
CN1CCN(C2CCCCC2NS(=O)(=O)c2ccccc2)CC1 (stereo unspecified)	0	-7	-5	5	10	-2	-2	-17	16
CON1C(=O)C(=O)N(OC)C(C)(C)C1C (stereo unspecified)	3	-20	3	-6	-3	0	-4	-2	10

Molecules listed so far containing a furan ring, fused or not (2):
SMILES	SENP8 block-1	SENP6 inh	HKDC1 inhibitor	Apaf-1 inh	NALP3 yeast inh	SENP1 inh	PfG6PD inh	SENP7 inh	SENP8 block-2
O=C(CN1CCN(C(=O)c2ccc(-c3nc4ccccc4s3)o2)CC1)Nc1ccc(F)cc1	-10	-6	7	16	17	-34	9	-1	-122
O=C(CCCCn1c(=O)c2ccccc2n(Cc2ccc(F)cc2Cl)c1=O)NCc1ccco1	-8	-12	0	12	22	-2	-7	-4	9

Next section:
SMILES	SENP8 block-1	SENP6 inh	HKDC1 inhibitor	Apaf-1 inh	NALP3 yeast inh	SENP1 inh	PfG6PD inh	SENP7 inh	SENP8 block-2
O=C(O)CCCC(=O)Nc1ccc(Br)cc1C(=O)O	8	27	-1	14	20	5	-4	3	12
C#CCNC(=O)C1=C[C@H](C(C)(C)C)C[C@H](OCc2ccc(CO)cc2)O1	5	-5	-4	3	36	0	8	-2	-8
O=S(=O)(Nc1ncccn1)c1ccc(Cl)cc1	-12	8	-7	8	10	1	-1	0	-8
Cc1cc(C)n2nc(SCC(=O)N3CCc4ccccc43)nc2n1	-12	0	9	8	7	1	-3	-3	5
CNC(=O)c1[nH]cnc1C(=O)N[C@@H](CCCCNC(=O)OC(C)(C)C)C(=O)OC(C)(C)C	-17	-20	-5	10	2	1	3	-13	12
CCOC(=O)Nc1ccc2c(c1)N(C(=O)CCCl)c1ccccc1[S@]2=O	11	-15	2	2	23	1	-7	5	-3
O=C(O)CCCNS(=O)(=O)c1ccccc1	2	-10	-2	7	13	2	1	5	7
CCOc1ccccc1NC(=O)N1CCC(NC(=O)c2ccccc2C)CC1	2	5	-2	5	-1	0	-4	-1	17
CC(=O)Nc1ccc(/C=C(\C#N)C(=O)NC2CCCCC2)cc1	-6	-2	12	3	4	-16	16	7	-26
Cc1ccc(C)c(N2CCN(C(=O)c3cn(C)c4ccc(S(=O)(=O)N(C)C)cc4c3=O)CC2)c1	-12	-13	0	14	19	1	-25	5	2
O=c1nccc(N/N=C/c2ccccc2O)[nH]1	4	-6	-38	2	-3	-2	-31	-6	-2
CN(C(=O)c1cc2n(n1)C(C(F)(F)F)CC(c1ccco1)N2)c1ccc(OC(F)(F)F)cc1 (stereo unspecified)	-5	-4	3	15	8	-10	5	9	11
CCC(c1nnnn1CCOC)N(Cc1cc2c(C)cc(C)cc2[nH]c1=O)CC1CCCO1 (stereo unspecified)	-7	0	11	14	7	-1	-5	12	-92
O=C(NCCN1CCOCC1)c1ccc(N2CCCC2)c([N+](=O)[O-])c1	1	8	-4	-1	-5	2	-1	11	14
Cc1c(C)c2ccc(OCC(=O)NCCCN3CCCC3=O)cc2oc1=O	-5	-10	-4	-12	8	0	6	2	-355
O=C1N(c2ccccc2)CCN1c1ccccc1	70*	83*	-8	-5	31	0	-13	89*	22
O=C(OCc1ccccc1)c1cnc(Cl)c(Cl)c1	-22	-25	-3	0	9	1	-6	-7	12
Cc1ccccc1NS(=O)(=O)c1cc(C(=O)NCCC2=CCCCC2)ccc1Cl	-4	-2	-7	6	12	-2	-3	-1	9
COc1ccc(S(=O)(=O)N(CC(=O)NCC2CCCO2)Cc2ccccc2)cc1 (stereo unspecified)	5	-11	0	4	23	-1	-1	-1	6
CCOc1ccc(NC(=O)CSc2nc3c(c(=O)n2-c2ccccc2OC)SCC3)cc1	-2	-6	0	16	-4	-2	1	-15	-12
Cc1ccc2c(CN3CC(C)CC(C)C3)cc(=O)oc2c1C (stereo unspecified)	-4	-30	4	7	8	1	-1	-3	14
Cc1ccc(S(=O)(=O)NCc2ccccc2)cc1C(=O)NC(C)c1ccc(S(N)(=O)=O)cc1 (stereo unspecified)	14	-2	0	-2	19	2	-12	-7	17
CS(=O)(=O)c1ccc(C(=O)NCC2(N3CCCCC3)CCCCC2)cc1	3	-8	-15	-1	14	0	0	5	13
CCN1C(=NCc2ccc(OC)cc2)N[C@@H](c2ccccc2)C(C(=O)OC)=C1C	6	4	-4	-2	19	0	0	2	10
COc1cccc(C2=NO[C@@H]3C(=O)N(Cc4ccccc4)C(=O)[C@H]23)c1OC	0	-12	-2	15	4	0	23	-3	0

Of the compounds above, these have a CF3 group.
SMILES	SENP8 block-1	SENP6 inh	HKDC1 inhibitor	Apaf-1 inh	NALP3 yeast inh	SENP1 inh	PfG6PD inh	SENP7 inh	SENP8 block-2
CN(CC(=O)Nc1ccc(Cl)c(C(F)(F)F)c1)C(=O)Cn1cc([N+](=O)[O-])ccc1=O	7	7	5	2	10	-16	-10	11	-21
CN(C(=O)c1cc2n(n1)C(C(F)(F)F)CC(c1ccco1)N2)c1ccc(OC(F)(F)F)cc1 (stereo unspecified)	-5	-4	3	15	8	-10	5	9	11

Next part:
SMILES	SENP8 block-1	SENP6 inh	HKDC1 inhibitor	Apaf-1 inh	NALP3 yeast inh	SENP1 inh	PfG6PD inh	SENP7 inh	SENP8 block-2
COc1ccccc1CC(=O)Nc1ccc(S(=O)(=O)N2CC(C)CC(C)C2)cc1 (stereo unspecified)	-10	-15	-1	31	7	-1	2	-10	10
CN(C(=O)CSCC(=O)O)C1CCCCC1	0	5	-5	-2	1	1	-5	7	3
CCSc1ncnc2c(C#N)c3n(c12)CCCCC3	-8	-1	-3	7	23	1	-21	-15	6
O=S(=O)(c1ccc(N2CCN(Cc3ccc4c(c3)OCO4)CC2)nc1)N1CCOCC1	9	18	·	-18	11	·	·	-3	·
CC(C)c1nc(SCC(=O)c2ccccc2)c2c(=O)n(C)c(=O)n(C)c2n1	2	3	1	5	18	3	9	0	0
COc1ccc(N(C)S(=O)(=O)c2ccc3c(c2)NC(=O)CC(=O)N3)c(OC)c1	-8	-8	1	-3	5	2	-18	-12	7
CCCn1c(N2CCN(CC(=O)c3c(C)n(C)c4ccc(OC)cc34)CC2)nc2c1c(=O)[nH]c(=O)n2C	17	-2	0	-3	10	3	-12	5	5
Cn1c(=O)c(C(=O)COC(=O)c2cc(C(F)(F)F)nc3c(C(F)(F)F)cccc23)c(N)n(CC2CC2)c1=O	-10	-6	·	4	10	·	·	-4	·
C=CCc1cccc(/C=N/NC(=O)CNc2cccc3ccccc23)c1O	34	72*	15	96*	24	-1	16	31	-216
O=C(Nc1ccc(-c2csc(-c3ccccc3)n2)cc1)c1ccccc1Cl	-2	-15	-7	-3	2	-1	5	-7	-12
COc1ccc(OC)c(CN2CCN(CCCc3ccccc3)C(CCO)C2)c1 (stereo unspecified)	-6	4	-3	0	20	1	-1	0	17
C/C(=N/N=C1/NC(=O)CC(C(=O)Nc2ccccc2)S1)c1cccs1 (stereo unspecified)	4	7	-7	8	-2	2	-8	-2	19
COC(=O)c1ccc(C)c(NC(=O)C2COc3ccccc3O2)c1 (stereo unspecified)	4	-10	-3	12	28	-2	-1	-1	18
COc1ccc(O[C@H]2C=C[C@@H](c3ccccc3)O[C@@H]2COC(=O)CC/C(C)=N/OC[C@@H](O)COCc2ccco2)cc1	-9	-9	·	13	12	·	·	0	·
O=C1CC(N(CCc2ccccc2)C(=S)Nc2cc(Cl)ccc2Cl)C(=O)N1c1c(Cl)cccc1Cl (stereo unspecified)	-11	-11	3	13	6	1	-4	-3	24
Cc1cccc(NC(=O)c2ccc(C(=O)Nc3cccc(C)c3)nc2)c1	-1	-11	-6	-8	14	1	4	11	9
O=C(NCC1CCCO1)c1ccc(N2C(=O)C3CCCCC3C2=O)cc1 (stereo unspecified)	4	-1	-4	-8	20	0	-15	-1	6
CC(=O)c1c(C)[nH]c(C(=O)OCC(=O)c2c(N)n(CC(C)C)c(=O)n(C)c2=O)c1C	-2	4	3	-7	9	-1	13	4	-2
O=C(Oc1ccc(/C=N/Nc2nc(N3CCCCC3)nc(N3CCCCC3)n2)cc1)c1ccco1	-7	1	-14	12	10	1	-9	-3	9
